# Bioassay records: PubChem BioAssay, National Center for Advancing Translational Sciences (NCATS)
# RGS4 inhibitor – Inhibitors of Regulator of G Protein Signaling (RGS) 4: qHTS; Regulator of G-protein signaling 4 (Homo sapiens), P49798; Transcreener GDP fluorescence polarization, RGS4-accelerated GTP hydrolysis; Potency, µM (series often up to 114 µM), for the others: at the top dose activity change, negative = inhibition, hits mostly inhibitors; 390,000 tested, 0.039% active; also: potency is read from the fitted curve at half-maximal effect; % is scaled to controls: 0 for no effect and ±100 for the full control effect; nearly all actives have a fitted effect of over 75% in size; some results filed as inactive show a strong effect at the top dose
# Target sequence (P49798 whole entry, looked up): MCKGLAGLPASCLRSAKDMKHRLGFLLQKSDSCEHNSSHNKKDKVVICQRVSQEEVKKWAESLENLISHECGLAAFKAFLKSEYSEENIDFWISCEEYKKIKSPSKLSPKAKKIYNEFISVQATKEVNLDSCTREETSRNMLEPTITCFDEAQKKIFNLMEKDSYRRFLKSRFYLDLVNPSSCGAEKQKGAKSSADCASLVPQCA
#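 MLSMR compounds (23 nl, pin-transferred) preincubated 10 min at room temperature with a 500nM (2x) first reagent, then RGS4 at 900nM (2x) plus Transcreener GDP mix added; fluorescence polarization (620/688 nm) read before and after 90 min at 30 °C.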
# D2 agonist – HTS Assay for Allosteric Agonists of the Human D2 Dopamine Receptor: Primary Screen for Agonists; D(2) dopamine receptor (Homo sapiens), P14416; HEK293 T-REx D2 cells, calcium flux agonist mode; activation, % at 2 µM; 340,000 tested, 0.53% active;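 active = activation over 3 SD above normal in the single-dose calcium agonist read, cut at about 30% in these data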; also: 0% is about no effect
# Target sequence (P14416 whole entry, looked up): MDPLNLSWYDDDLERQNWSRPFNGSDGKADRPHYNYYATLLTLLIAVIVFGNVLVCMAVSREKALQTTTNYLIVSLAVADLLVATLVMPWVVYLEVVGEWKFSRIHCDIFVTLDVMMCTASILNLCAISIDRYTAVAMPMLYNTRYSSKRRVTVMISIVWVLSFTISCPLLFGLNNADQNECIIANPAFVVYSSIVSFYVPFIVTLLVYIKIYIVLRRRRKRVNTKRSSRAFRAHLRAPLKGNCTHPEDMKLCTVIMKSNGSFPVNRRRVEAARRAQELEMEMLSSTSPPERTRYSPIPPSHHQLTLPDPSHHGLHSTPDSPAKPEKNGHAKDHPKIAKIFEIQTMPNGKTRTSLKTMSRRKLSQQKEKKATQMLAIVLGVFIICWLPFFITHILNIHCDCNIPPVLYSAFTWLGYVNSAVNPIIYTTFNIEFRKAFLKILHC
#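 Calcium-flux readout, 1 cycle/sec over 180 s following compound pin transfer, in inducible HEK293 Trex D2 cells (force-coupled); dopamine controls included. Positive calcium responses during this window marked compounds as potential agonists.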
# ERG-DNA inh – qHTS for Small Molecule Inhibitors of the ERG Ets/DNA interaction; Transcriptional regulator ERG (Homo sapiens), P11308; fluorescence polarization, His-ERG Ets domain / labelled DNA; Potency, µM (titrated, usually from 76.9 µM), without a hit: top-dose FP activity, negative = inhibition, hits mostly inhibitors; 370,000 tested, 0.028% active; AID 624246, 2012; active = well fitted inhibition curve with a large enough effect in the polarisation, with a control signal flat; inconclusive = small, poorly fitted or top-dose-only effect, or effect the other way, or a change in a side signal; inactive = no such curve, though single readings can be large or run the other way; the % refers to the polarisation;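 also: polarization taken with two DNA probes labelled with fluorescein and Texas red; potency is read from the fitted curve at half-maximal effect; % of control where 0% means no effect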
#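 His-tagged ERG Ets domain (1 uM in the protein solution; 300mM KCl, 50mM Tris-HCl, 1mM EDTA, 1mM DTT, pH 7.5) received compound, then a probe mix of 5 nM fluorescein-DNA and 100nM Texas-615-DNA. Fluorescence polarization was read for both dyes.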
# D2 antagonist – HTS Assay for Allosteric Antagonists of the Human D2 Dopamine Receptor: Primary Screen for Antagonists; D(2) dopamine receptor (Homo sapiens), P14416; HEK293 TREx D2 cells, calcium flux, dopamine EC80; 340,000 tested, 2% active; inhibition, % at 10 µM; in the data active = inhibition above about 30%; also: 0% is about no effect
#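 Overnight-induced (tetracycline, 30 C) HEK293 T-REx cells carrying force-coupled D2 receive a no-wash calcium dye, then compound, then EC80 dopamine at 180 s; signals are read kinetically throughout.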
# LDHA inh – qHTS assay for inhibitors of human lactate dehydrogenase | purified LDHA, NADH/diaphorase-resazurin fluorescence; stronger effect = lower value | L-lactate dehydrogenase A chain (Homo sapiens), P00338 | activity change, % (values are at about 110 or 230 µM) | AID 1347041, 2019 | 480,000 tested, 0.15% active; in the data active = activity change below about -30%; inconclusive = mostly about -25% to -30%;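 also: plate controls were DMSO wells for no effect and wells without enzyme for full effect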
#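 LDH5 2 nM; NADH 0.06 mM, pyruvate 0.2 mM; 200 mM Tris pH 7.4, EDTA, Tween-20; 5 min RT. Detection: diaphorase 0.133 mg/mL + resazurin 37 µM, fluorescence ex540/em590 at 0 and 20 min; normalized to enzyme-free and DMSO wells.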
# Vif-A3G inh – qHTS for Inhibitors of Vif-A3G Interactions: qHTS | DNA dC->dU-editing enzyme APOBEC-3G (Homo sapiens), Q9HC16 | AID 602310, 2012 | 410,000 tested, 0.076% active | HeLa A3G-eYFP + Vif (tagged APOBEC3G with the HIV-1 protein that degrades it), YFP fluorescence, overnight | Potency, µM (doses to about 46.1 µM), without a hit: at the top dose activity, negative = active, hits mostly inhibitors;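 also: potency is read from the fitted curve at half-maximal effect; % is scaled to controls: 0 for no effect and ±100 for the full control effect; nearly all actives have a fitted effect of over 60% in size; hits raise eYFP signal because A3G escapes Vif-driven loss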
# Target sequence (Q9HC16 whole entry, looked up): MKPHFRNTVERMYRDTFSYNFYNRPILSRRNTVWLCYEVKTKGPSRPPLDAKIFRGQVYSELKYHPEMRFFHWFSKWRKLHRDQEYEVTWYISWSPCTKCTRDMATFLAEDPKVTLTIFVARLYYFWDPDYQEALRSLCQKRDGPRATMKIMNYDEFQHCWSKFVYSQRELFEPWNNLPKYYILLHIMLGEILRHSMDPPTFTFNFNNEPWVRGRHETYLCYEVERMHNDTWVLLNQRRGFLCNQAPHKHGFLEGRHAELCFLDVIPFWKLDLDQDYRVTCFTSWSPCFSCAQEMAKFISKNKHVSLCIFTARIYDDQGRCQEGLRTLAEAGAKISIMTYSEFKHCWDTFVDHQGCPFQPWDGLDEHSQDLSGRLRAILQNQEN
#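 HeLa cells stably expressing Vif and C-terminally eYFP-tagged A3G, seeded overnight at 37 deg C, then exposed to compound by pintool overnight at 37 deg C. Rise in yellow fluorescence (Ex 488/Em 500-530, Acumen) marks blocked Vif-driven A3G degradation.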
# Vif-A3F inh – qHTS for Inhibitors of Vif-A3F Interactions: qHTS; HeLa A3F-eYFP + Vif (tagged APOBEC3F with the HIV-1 protein that degrades it), YFP fluorescence increase; Potency, µM (titrated, usually from 46.1 µM), for the others: at the top dose activity, negative = active; 390,000 tested, 0.2% active; also: potency is read from the fitted curve at half-maximal effect; % of control where 0% means no effect; nearly all actives have a fitted effect of over 65% in size
#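 HeLa cells stably expressing Vif plus C-terminally eYFP-tagged A3F were seeded, incubated overnight at 37 deg C, dosed with compound, incubated overnight again at 37 deg C. Yellow fluorescence (Ex 488/Em 500-530) reported blocked Vif-mediated A3F-eYFP degradation.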
# 12-LOX inh – Primary qHTS assay for inhibitors of human arachidonate 12S-lipoxygenase (ALOX12): Round 2 | Polyunsaturated fatty acid lipoxygenase ALOX12 (Homo sapiens), P18054 | purified 12hLO, xylenol orange hydroperoxide absorbance | Potency, µM (top dose mostly 108 µM), inactives show top-dose activity change, negative = inhibition, hits mostly inhibitors | 580,000 tested, 1.1% active; also: potency is read from the fitted curve at half-maximal effect; % is scaled to controls: 0 for no effect and ±100 for the full control effect
#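 Purified human 12hLO (150 nM final) in 25 mM Hepes, 0.01% Triton X-100, pH 7.0 was preincubated 15 min at room temperature with compound. Then 40 uM arachidonic acid was added, 30 min. Hydroperoxide was read by Fe-XO absorbance ratio 573/405 nm.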
# Glioma ERSR ind – qHTS for Inducers of the Endoplasmic Reticulum Stress Response (ERSR) in Human Glioma: qHTS. 420,000 tested, 0.02% active. Potency, µM, for the others: at the top dose activation, usual class: activators. U87-MG GRP78 promoter luciferase reporter, 16 h; also: potency is read from the fitted curve at half-maximal effect; series mostly up to about 76 µM; % of control where 0% means no effect; nearly all actives have a fitted effect of over 35% in size
#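 ERSR induction read as luciferase luminescence (Bright-Glo, 10 min at room temperature) in stably transfected human U87-MG glioma cells exposed to compounds for 16 h, using GRP78 as sensor.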
# Active calls of the source: *; u = inconclusive; x = no result given; & = joins results of further samples; [ ] = dose if it differs, or a comment. Unless noted, calls follow the shape of the dose curve; as a rule, active = well fitted curve in the direction sought with a large enough effect; inconclusive = small, poorly fitted or top-dose-only effect, or another doubt; inactive = no such curve, though single readings can be large; an effect the other way counts as inactive or inconclusive.
SMILES,RGS4 inhibitor,D2 agonist,ERG-DNA inh,D2 antagonist,LDHA inh,Vif-A3G inh,Vif-A3F inh,12-LOX inh,Glioma ERSR ind
COc1ccc(-c2cc(-c3ccc(N)cc3)nc(N)c2C#N)cc1OC,-6%,-0.8,11%,-8,0,-8%,2%,-13%,-1%
CCOC(=O)c1cnc2c(C(=O)OCC)cnn2c1N,20%,0.9,1%,-9,-5,2%,9%,u,4%
c1ccc(CN2CCN(c3nc(-c4ccccc4)nc(-n4ccnc4)n3)CC2)cc1,-11%,0.0,1%,4,1,2%,2%,x,-3%
Cc1cc(C)c(NC(=O)CCCN2CCN(C)CC2)c(C)c1,19%,0.5,3%,-2,-5,1%,4%,0%,-1%
Clc1nc(Cl)nc(N(c2ccccc2)c2ccccc2)n1,-13%,1.7,1%,8,-3,0%,2%,u,-2%
COc1ccc(-n2ncc3c(=O)n(CC(=O)Nc4ccc5c(c4)OCCO5)cnc32)cc1,4%,-2.7,1%,-27,-6,-6%,10%,-13%,0%
CCn1c(CCNC(=O)c2cccs2)nnc1SCC(=O)NC1CCCCC1,9%,-0.1,-2%,3,4,5%,0%,-7%,-4%
COc1ccccc1C(=O)N1CCN(C(=O)Cc2ccccc2)CC1,3%,0.9,0%,-2,-7,-2%,0%,-6%,-5%
Nc1ccccc1Sc1ccc(C(=O)c2ccccc2C(=O)O)cc1[N+](=O)[O-],u,0.3,2%,9,-8,-1%,-14%,u,-8%
O=C(NCc1ccccc1Cl)c1cnc2sc(N3CCCCC3)nn2c1=O,0%,-0.4,2%,x,-13,2%,1%,-24%,-3%
NS(=O)(=O)c1ccc(NS(=O)(=O)c2ccc(Br)cc2)cc1,-2%,-0.1,-15%,-21,-13,-1%,-18%,-16%,-2%
Cc1ccc(F)c(S(=O)(=O)NC(=O)C2(C)CCN2C(=O)CCC2CCCC2)c1 (centres undefined),x,x,x,x,-3,-4%,x,u,-3%
O=C1C(=NO)C(c2ccccc2)Oc2ccccc21 (centres undefined),6%,x,1%,x,-3,-5%,8%,-21%,-3%
O=[N+]([O-])c1cccc(/C=N/N2CCN(c3ccccn3)CC2)c1,-24%,-0.7,-2%,-5,-8,-2%,-3%,-8%,3%
Cc1c(Cl)cccc1NC(=O)Cn1cnc2nc3c(cc2c1=O)CCCC3,-21%,1.1,3%,x,4,1%,-1%,-16%,0%
CC(=O)c1ccc(OCC(=O)OCC(=O)Nc2sccc2C(N)=O)cc1,-2%,0.2,15%,-5,2,-3%,-14%,385%[activator],-3%
COc1ccc(-c2nc3ccc(C(=O)NCc4ccc(C)cc4)cc3nc2-c2ccc(OC)cc2)cc1,6%,-0.2,-4%,x,0,2%,-3%,-23%,-1%
O=C(Nc1ccccc1C(=O)NCCCN1CCOCC1)c1ccccc1,0%,x,17%,x,-1,0%,2%,-3%,-1%
COc1ccccc1C1CCN(c2ccc([N+](=O)[O-])c(OC)c2)CC1,-23%,-0.4,-2%,4,-5,-3%,0%,22%,4%
COC(=O)COc1ccc(C(=O)OC)cc1,22%,0.3,-2%,11,-13,0%,-1%,-4%,4%

# One compound at a time (already shown):
# Record of `Cc1cc(C)c(NC(=O)CCCN2CCN(C)CC2)c(C)c1` : RGS4 inhibitor = 19%; D2 agonist = 0.5; ERG-DNA inh = 3%; D2 antagonist = -2; LDHA inh = -5; Vif-A3G inh = 1%; Vif-A3F inh = 4%; 12-LOX inh = 0%; Glioma ERSR ind = -1%
# Record of `Nc1ccccc1Sc1ccc(C(=O)c2ccccc2C(=O)O)cc1[N+](=O)[O-]` : RGS4 inhibitor = u; D2 agonist = 0.3; ERG-DNA inh = 2%; D2 antagonist = 9; LDHA inh = -8; Vif-A3G inh = -1%; Vif-A3F inh = -14%; 12-LOX inh = u; Glioma ERSR ind = -8%

# The listing picks up; the 2 compounds before the break are reprinted first.
SMILES,RGS4 inhibitor,D2 agonist,ERG-DNA inh,D2 antagonist,LDHA inh,Vif-A3G inh,Vif-A3F inh,12-LOX inh,Glioma ERSR ind
COc1ccccc1C1CCN(c2ccc([N+](=O)[O-])c(OC)c2)CC1,-23%,-0.4,-2%,4,-5,-3%,0%,22%,4%
COC(=O)COc1ccc(C(=O)OC)cc1,22%,0.3,-2%,11,-13,0%,-1%,-4%,4%
Cc1cccc(NC(=O)Cn2nc(C(F)(F)F)cc2C2CC2)c1,-20%,0.0,1%,-11,1,-2%,5%,-13%,2%
CC1CCCCN1S(=O)(=O)c1ccc2c(c1)CCN2C(=O)C1CC1 (centres undefined),-7%[56.9 µM],1.5,-8%,6,-11,4%,-13%,-3%,8%
CCOc1ccc(CCNC(=O)c2c(C)noc2C)cc1OCC,-34%,0.0,10%,-5,-4,-2%,2%,11%,-3%
CC1(C)CCC(=O)N(c2ccccc2)C1=O,-23%,0.0,-6%,-18,-3,-11%,3%,-4%,-6%
Cc1ccccc1N1CCN(C2CCCN(C(=O)CCN3CCCCO3)C2)CC1 (centres undefined),-1%,0.2,4%,-10,-6,5%,-2%,77%[activator],-4%
COCCCNc1nc(N)c([N+](=O)[O-])c(NC2CCCCC2)n1,28%,4.3,-2%,30*,-15,-12%,-5%,9%,0%
COC(=O)Cc1c(C)c2ccc3c(c2oc1=O)CN(Cc1ccc(Cl)cc1)CO3,12%,-1.3,1%,x,-8,0%,4%,u,-2%
Cc1noc(C)c1C(=O)OC(C)C(=O)c1c[nH]c2ccccc12 (centres undefined),x,x,x,x,8&-4,-9%,1%,42%&14%,-3%
CS(=O)(=O)Cc1cccc(C(=O)NC2CCSc3ccccc32)c1 (centres undefined),-13%,0.1,-5%,-6,-1,1%,-1%,2%,2%
Cc1ccc(C)c(N2CCN(C(=O)c3ccc(CSc4nc5ccncc5[nH]4)cc3)CC2)c1,6%,-0.4,5%,6,-6,-3%,-2%,u,-2%
Nc1nc2n(n1)C(c1cccc(Cl)c1)CC(c1ccc(F)cc1)N2 (centres undefined),-31%,2.0,-2%,13,0,-4%,2%,477%[activator],-4%
COc1ccc(S(=O)(=O)NCC2CCC(C(=O)N3CCC4(CC3)OCCO4)CC2)cc1 (centres undefined),-1%,0.6,3%,-3,-4,-5%,4%,0%,-3%
Cc1ccc(-n2ncc3c(NCCc4ccc(S(N)(=O)=O)cc4)ncnc32)cc1,-13%,0.2,-1%,x,-6&0,-8%,-5%,-18%&-4%,5%
Cc1ccc(-n2c(CSc3nc(C)cc(C)n3)n[nH]c2=S)cc1,-16%,-0.6,-6%,-8,-10,0%,7%,u,-3%
O=C(Nc1ccc2c(c1)OCO2)N1CCN(c2ncccn2)CC1,-17%,12,-17%,0,6,0%,3%,-6%,-1%
Cc1nn(CCC(=O)NCc2cccc(Br)c2)c(=O)c2nn(-c3ccccc3)c(C)c12,-9%,0.0,0%,x,-5,1%,6%,-19%,-2%
Cc1ccc2c(SCC(=O)NCc3ccco3)nc(-c3ccc(F)cc3)nc2c1,-18%,-0.3,8%,-12,-6,-3%,-5%,-13%,-5%
Cc1ccc(CCNC(=O)c2cc3c(s2)-c2ccccc2OC3)cc1,u,0.0,-2%,x,-36*,-3%,0%,u,-5%
NCC1CCN(c2nc3ccccc3c3c2CCCC3)CC1,-3%,x,x,x,-9,0%,7%,u,-5%
O=C(CN1CCOCC1)Nc1ccccc1Sc1ccc(Cl)cc1,20%,2.8,-3%,0,-9,-4%,1%,-1%,-2%
CCN(CC)CCCNC(=O)c1ccc2c(c1)NC(=O)C(CS(=O)(=O)Cc1ccc(F)cc1Cl)N2 (centres undefined),-23%,-0.4,2%,x,3,-1%,0%,95%[activator],-4%
O=C(NCC1CCCO1)c1csc2c1CCCCC2 (centres undefined),2%,1.6,x,-4,3,0%,0%,22%,-1%
COc1cc(/C=c2\sc3nc(=O)c(-c4ccccc4)nn3c2=O)ccc1OCCC(C)C,-2%,2.2,-3%,-8,-5,-1%,-2%,-10%,-1%
COc1ccccc1C(=O)N1CCC(c2noc(-c3ccc(S(=O)(=O)N4CCCC4)cc3)n2)CC1,-7%,0.8,3%,x,1,4%,2%,-24%,-2%

# D2 antagonist: what is marked active above.
structure	RGS4 inhibitor	ERG-DNA inh	D2 antagonist	12-LOX inh	Glioma ERSR ind
COCCCNc1nc(N)c([N+](=O)[O-])c(NC2CCCCC2)n1	28%	-2%	30*	9%	0%

# An excerpt (hit frequency here may not be typical).
